M4 PAM – human M4 muscarinic receptor positive allosteric modulators, primary screen, CHO-K1 cells, Fluo-8 calcium fluorescence. Muscarinic acetylcholine receptor M4 (Homo sapiens), P08173. CHO-K1 hM4/Gqi5, ACh EC20; 0% = ACh EC20, 100% = maximal ACh. activation, % at 3 µM. 0.4% of 360,000 active;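 active = activation above its plate's cutoff, the mean activation of sample wells plus 3 SD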; note: some results filed as inactive read as strong as hits
M5 antag – human M5 muscarinic receptor antagonists, primary screen, CHO cells, Fluo-8 calcium fluorescence | CHO-hM5 cells, ACh EC80 | Muscarinic acetylcholine receptor M5 (Homo sapiens), P08912 | 0.59% of 360,000 active | inhibition, % at 3 µM;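 active = inhibition above a per-plate cutoff, the mean of that plate's test compounds plus 3 SD, cut at about 27% in these data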;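 note: 0% = acetylcholine EC80 with DMSO and 100% = DMSO without agonist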
Target sequence (P08912 whole entry, looked up): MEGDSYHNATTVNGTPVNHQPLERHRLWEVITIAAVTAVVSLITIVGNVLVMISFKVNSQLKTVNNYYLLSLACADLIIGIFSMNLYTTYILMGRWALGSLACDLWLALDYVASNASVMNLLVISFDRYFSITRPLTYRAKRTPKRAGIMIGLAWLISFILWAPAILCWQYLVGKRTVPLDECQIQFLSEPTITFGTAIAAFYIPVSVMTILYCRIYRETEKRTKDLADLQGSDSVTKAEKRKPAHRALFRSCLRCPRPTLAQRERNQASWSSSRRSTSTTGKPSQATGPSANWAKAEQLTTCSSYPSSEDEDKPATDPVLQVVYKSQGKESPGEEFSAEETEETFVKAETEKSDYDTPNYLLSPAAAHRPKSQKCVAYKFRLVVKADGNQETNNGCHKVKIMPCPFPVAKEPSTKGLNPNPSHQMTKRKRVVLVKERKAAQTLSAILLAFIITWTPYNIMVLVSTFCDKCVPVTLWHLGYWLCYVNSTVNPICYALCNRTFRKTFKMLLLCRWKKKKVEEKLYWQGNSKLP
CHRM5 agonist – human M5 muscarinic receptor agonists, primary screen, CHO-K1 cells, Fluo-8 calcium fluorescence; Muscarinic acetylcholine receptor M5 (Homo sapiens), P08912; activation, % at 3 µM; CHO-K1 hM5 cells; 0% DMSO wells, 100% maximal acetylcholine response; 0.19% of 360,000 active;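 active = activation above the run's mean over test compounds plus 3 SD, cut at about 23% in these data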;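 note: signal is peak over basal fluorescence ratio across the kinetic read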
M4 ag – human M4 muscarinic receptor agonists, primary screen, CHO-K1 cells, Fluo-8 calcium fluorescence; 0.14% of 360,000 active; CHO-K1 hM4/Gqi5; vehicle 0%, full acetylcholine response 100%; activation, % at 3 µM; Muscarinic acetylcholine receptor M4 (Homo sapiens), P08173;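 active = activation above the run mean over all test wells plus 3 SD, cut at about 32% in these data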;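 note: peak over basal fluorescence ratio per well then scaled between controls; 0% = DMSO wells and 100% = acetylcholine at EC100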
CHRM4 antagonist – human M4 muscarinic receptor antagonists, primary screen, CHO cells, Fluo-8 calcium fluorescence. Muscarinic acetylcholine receptor M4 (Homo sapiens), P08173. CHO-hM4 cells, ACh EC80. inhibition, % at 3 µM. 0.73% of 360,000 active. AID 624125, 2012;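 active = inhibition above its plate's cutoff, the mean inhibition of sample wells plus 3 SD, cut at about 27% in these data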;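 note: 0% = acetylcholine EC80 with DMSO and 100% = DMSO without agonist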
CRFBP-R2 block – antagonists of CRF-BP/CRF-R2 complex, primary screen, cell-based, HEK293, calcium dye fluorescence, uHTS; inhibition, % at 11.8 µM; 0.59% of 350,000 active; CRF-induced calcium fluorescence;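 active = inhibition of the ligand-induced calcium signal above about 50% at the single tested concentration, limit read from the data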
M1 PAM – human M1 muscarinic receptor positive allosteric modulators, primary screen, CHO-K1 cells, Fluo-8 calcium fluorescence, 1536-well. 0.088% of 360,000 active. Muscarinic acetylcholine receptor M1 (Homo sapiens), P11229. CHO-K1 hM1, ACh EC20; 0% = ACh EC20, 100% = maximal ACh. activation, % at 3 µM; in the data active = activation above about 19%, passing the limit was not always enough
Target sequence (P11229 whole entry, looked up): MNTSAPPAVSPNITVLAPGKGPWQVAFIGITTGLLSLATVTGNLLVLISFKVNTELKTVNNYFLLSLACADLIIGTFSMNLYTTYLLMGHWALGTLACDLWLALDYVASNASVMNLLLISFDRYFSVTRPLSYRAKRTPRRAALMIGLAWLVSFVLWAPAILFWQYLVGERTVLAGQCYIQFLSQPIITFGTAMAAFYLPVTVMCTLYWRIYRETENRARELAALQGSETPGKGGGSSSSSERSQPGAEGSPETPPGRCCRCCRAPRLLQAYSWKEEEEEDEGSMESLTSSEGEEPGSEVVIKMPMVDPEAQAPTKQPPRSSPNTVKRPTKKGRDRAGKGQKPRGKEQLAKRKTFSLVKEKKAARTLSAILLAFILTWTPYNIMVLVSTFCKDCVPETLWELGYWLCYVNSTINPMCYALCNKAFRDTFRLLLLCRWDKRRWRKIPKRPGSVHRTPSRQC
M5 PAM – human M5 muscarinic receptor positive allosteric modulators, primary screen, CHO-K1 cells, Fluo-8 calcium fluorescence; 0.3% of 360,000 active; AID 624038, 2012; activation, % at 3 µM; CHO-K1 hM5, ACh EC20 PAM; 0% = ACh EC20, 100% = ACh EC100;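 active = activation above the run cutoff, the mean activation of all test compounds plus 3 SD, cut at about 18% in these data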
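Assay system: CHO-K1 hM5 cells / Incubation: Fluo-8 loading 80 min at 37 °C plus 30 min room temperature / Technique: Fluo-8 calcium dye fluorescence, kinetic read / Repeats: single replicate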
CRFBP-R2 agonist – agonists of CRF-BP/CRF-R2 complex, primary screen, cell-based, HEK293, calcium dye fluorescence, uHTS. CRF-binding protein / CRF receptor 2 complex (human). calcium dye fluorescence (FLIPR); percent of saturating CRF peptide response. activation, % at 13.2 µM. 0.46% of 350,000 active;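 active = activation of at least 50%, plus an integration ratio under a set limit after plate pattern correction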;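 note: plate controls were neutral control wells without compound for no effect and CRF at EC100 for full effect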
* hit, by the source's call; . = no result given. Random draw from the library; about 2.6% have a hit in one of these screens.

M4 PAM	M5 antag	CHRM5 agonist	M4 ag	CHRM4 antagonist	CRFBP-R2 block	M1 PAM	M5 PAM	CRFBP-R2 agonist	SMILES
5	-17	2	3	-3	7	1	6	0.9	CCN(c1ccccc1)C1(O)C(=O)c2ccccc2C1=O
-6	11	-1	5	29*	40	-6	-16	-0.2	COc1ccc(CCN2C(=O)C(Oc3ccccc3C)C2c2ccc3c(c2)OCO3)cc1OC (stereo not given)
4	4	-3	0	-10	-11	-4	-6	1.1	Cc1c(C(=O)NC2CCCc3ccccc32)oc2ccc(S(=O)(=O)N3CCCCC3)cc12 (stereo not given)
-6	2	-2	6	-9	1	-1	-1	0.2	O=C(CSCc1ccccc1Cl)Nc1ccc2c(c1)OCCO2
-3	-3	0	3	6	-2	0	-2	-0.9	CCC(C)NC(=O)c1cc(-c2ccc3c(c2)OCO3)on1 (stereo not given)
1	5	-4	-1	10	0	4	-1	0.1	CCOC(=O)C1=C(c2ccccc2)ON(C)C1c1ccccc1 (stereo not given)
-2	10	-3	0	11	-13	1	-6	0.1	Cc1c(NC(=O)COC(=O)c2ccc(Cl)nc2)c(=O)n(-c2ccccc2)n1C
3	3	-2	2	0	-1	5	-2	-0.3	COc1ccc([N+](=O)[O-])cc1NC(=O)CSc1nccc(C)n1
-8	8	-16	4	5	-9	-5	-2	-1.2	Cc1ccc(C)c(N2CCN(C3CCCC(C)C3)CC2)c1 (stereo not given)
-5	9	-3	6	1	-8	2	-8	1.9	CC(C)(C)C(=O)CSc1nnc(Nc2ccccc2)s1
-3	5	-5	0	1	-5	1	-6	-1.5	CCOC(=O)c1ccccc1NC(=O)CN(c1cccc(OC)c1)S(C)(=O)=O
3	8	-1	2	-9	1	8	-4	-1.4	O=C(COC(=O)c1cc(F)cc(F)c1)NCCCc1ccccc1
1	-4	3	2	-5	-8	8	-3	0.9	COc1ccc(C2CC(c3ccccc3)n3nnnc3N2)cc1 (stereo not given)
2	2	-2	1	-10	-5	2	-1	-0.2	O=C(CN1C(=O)c2ccccc2C1=O)NCc1ccc(C(=O)O)cc1
-9	0	3	2	9	7	-2	-8	-1.8	C=CCOc1c(Br)cc(CNn2nnnc2N)cc1OC
-4	3	2	1	-1	-23	14	-5	2.3	CCOC(=O)Nc1nc2ccccc2s1
-5	5	-3	2	7	-20	-9	6	-0.8	N#CCSc1nnc(C2CCCCC2)n1-c1ccccc1
-3	4	-4	0	-1	-2	-1	0	-0.8	O=C1c2ccccc2C(=O)N1CCCn1ccnc1
2	-2	-7	2	-9	25	3	-2	-0.7	CCOC(=O)c1sc(NC(=O)c2ccc(C)s2)cc1C
0	-4	0	1	-3	.	10	0	.	CC(=O)NC(c1ccccc1)c1nc(-c2cc(F)cc(F)c2)cs1 (stereo not given)
-10	0	-3	5	7	-16	7	0	0.4	COc1ccc2nc(NC(=O)CN(c3ccc(C)cc3)S(=O)(=O)c3c(C)nn(C)c3C)sc2c1
1	3	1	0	3	-7	3	-3	2.3	COC(=O)Cc1c(O)ccn(Cc2ccccc2OC)c1=O
3	0	0	-2	-9	23	9	1	-1.0	Cc1ccc(S(=O)(=O)C2(C(=O)Nc3cccc(F)c3)CC2)cc1
-2	0	1	0	1	11	1	4	-6.2	COc1ccc(CNS(=O)(=O)c2ccc3oc(C(=O)O)c(C)c3c2)cc1
19	-4	1	0	-7	15	1	1	-2.8	CCCCC1N2CC3([N+](=O)[O-])CN1CC([N+](=O)[O-])(C2)C3(C)C (stereo not given)
-5	-6	-1	0	2	1	11	5	0.2	O=C(O)CCc1nnc(SCC(=O)Nc2ccc(Cl)c(C(F)(F)F)c2)[nH]c1=O
3	4	-4	2	-2	-10	4	-1	5.2	CC1(C)Cc2[nH]c3ccccc3c2C(C)(C)N1
-5	9	-4	1	13	-3	11	-2	-5.0	CC1(C)Cc2ccccc2-c2nc3n(c(=O)c21)CCCS3
6	8	5	1	-7	-25	2	-2	4.8	Cc1cc(NC(=O)NC(=O)c2ccccc2NC(=O)CN)ccc1Oc1ncc(Br)cn1
6	8	-2	0	-11	-5	1	-5	1.8	COc1ccccc1C(=O)NNC(=O)c1ccc(NS(=O)(=O)c2cccs2)cc1

Exported with tabs: part of the list above
SMILES	M4 PAM	M5 antag	CHRM5 agonist	M4 ag	CHRM4 antagonist	CRFBP-R2 block	M1 PAM	M5 PAM	CRFBP-R2 agonist
CCN(c1ccccc1)C1(O)C(=O)c2ccccc2C1=O	5	-17	2	3	-3	7	1	6	0.9
COc1ccc(CCN2C(=O)C(Oc3ccccc3C)C2c2ccc3c(c2)OCO3)cc1OC (stereo not given)	-6	11	-1	5	29*	40	-6	-16	-0.2
Cc1c(C(=O)NC2CCCc3ccccc32)oc2ccc(S(=O)(=O)N3CCCCC3)cc12 (stereo not given)	4	4	-3	0	-10	-11	-4	-6	1.1
O=C(CSCc1ccccc1Cl)Nc1ccc2c(c1)OCCO2	-6	2	-2	6	-9	1	-1	-1	0.2
CCC(C)NC(=O)c1cc(-c2ccc3c(c2)OCO3)on1 (stereo not given)	-3	-3	0	3	6	-2	0	-2	-0.9
CCOC(=O)C1=C(c2ccccc2)ON(C)C1c1ccccc1 (stereo not given)	1	5	-4	-1	10	0	4	-1	0.1
Cc1c(NC(=O)COC(=O)c2ccc(Cl)nc2)c(=O)n(-c2ccccc2)n1C	-2	10	-3	0	11	-13	1	-6	0.1
COc1ccc([N+](=O)[O-])cc1NC(=O)CSc1nccc(C)n1	3	3	-2	2	0	-1	5	-2	-0.3
Cc1ccc(C)c(N2CCN(C3CCCC(C)C3)CC2)c1 (stereo not given)	-8	8	-16	4	5	-9	-5	-2	-1.2
CC(C)(C)C(=O)CSc1nnc(Nc2ccccc2)s1	-5	9	-3	6	1	-8	2	-8	1.9
CCOC(=O)c1ccccc1NC(=O)CN(c1cccc(OC)c1)S(C)(=O)=O	-3	5	-5	0	1	-5	1	-6	-1.5
O=C(COC(=O)c1cc(F)cc(F)c1)NCCCc1ccccc1	3	8	-1	2	-9	1	8	-4	-1.4
COc1ccc(C2CC(c3ccccc3)n3nnnc3N2)cc1 (stereo not given)	1	-4	3	2	-5	-8	8	-3	0.9
O=C(CN1C(=O)c2ccccc2C1=O)NCc1ccc(C(=O)O)cc1	2	2	-2	1	-10	-5	2	-1	-0.2

Following part
M4 PAM	M5 antag	CHRM5 agonist	M4 ag	CHRM4 antagonist	CRFBP-R2 block	M1 PAM	M5 PAM	CRFBP-R2 agonist	SMILES
3	4	-2	1	4	-16	12	0	-0.7	CCCc1cc(=O)oc2c(C)c(OCC(=O)NCc3ccccn3)ccc12
27*	1	-1	7	-9	4	7	4	-0.9	CCN1CCN(C(=S)Nc2ccc3nc4n(c(=O)c3c2)CCCCC4)CC1
-9	5	31*	15	9	-115	-5	-7	149*	CN1CCS/C1=C/C=C1\SC(=S)N(CC(=O)O)C1=O
16	-11	0	1	-13	-23	8	6	4.1	Cc1ccc(S(=O)(=O)NCCOc2nc(N3CCOCC3)nc(N3CCOCC3)n2)cc1
2	0	2	0	-2	3	-6	3	-0.9	CCCNC(=O)C(Cc1ccc(I)cc1)NC(=O)c1ccc(C#N)cc1 (stereo not given)
-5	7	-1	0	9	29	7	-1	1.5	COC(=O)/C=C\C(=O)Nc1cccc([N+](=O)[O-])c1
-10	-10	-5	5	-14	7	3	-2	-0.6	COc1ccc(Nc2nnc(SCC(=O)N3CC(=O)Nc4ccccc43)s2)cc1
6	2	2	0	8	.	14	-3	.	COc1ccccc1Cc1c(-c2ccco2)nc2ccc(Br)cn12
0	-2	-2	0	3	-21	1	7	1.3	CCC(c1nnnn1C(C)(C)C)N1CCN(Cc2ccccc2OC)CC1 (stereo not given)
-3	-7	-1	2	-7	-23	4	3	1.5	CC12CCC(=O)N1C(C(=O)Nc1nc3c(F)cc(F)cc3s1)CS2 (stereo not given)
6	-1	0	1	3	8	-3	2	-0.3	Cc1onc(-c2ccccc2)c1C(=O)N1CCN(C)CC1
-11	9	-20	2	14	-8	-17	-3	0.6	CCN(Cc1cccc(OC)c1)CC1CCCN(CCc2cccc(OC)c2)C1 (stereo not given)
10	21	-4	-1	-14	-7	4	-8	1.9	Cc1ccc(C)c(-c2csc(-c3cccnc3)n2)c1
0	3	3	-1	0	-9	-1	1	1.0	CC1=C(C)CC(C(=O)NCc2ccc3c(c2)OCO3)C(C(=O)O)C1 (stereo not given)
-5	1	3	0	1	30	6	12	-2.5	COc1cc(C2c3cc4c(cc3OC(NCc3ccccc3)C2C)OCO4)cc(OC)c1OC (stereo not given)
-5	2	0	2	11	-3	2	-2	0.1	COCCN(C(=O)CSc1nnc(C)n1Cc1ccccc1)c1c(N)n(CC(C)C)c(=O)[nH]c1=O
14	4	9	6	-12	-16	4	-8	0.3	CCC(NC(=O)CNC(=O)c1ccc2c(c1)OCO2)c1ccc(Br)cc1 (stereo not given)
4	-3	-1	-1	0	-5	13	5	-1.3	CONC(=O)c1cc(OCC(F)(F)F)ccc1OCC(F)(F)F
-5	-5	1	0	1	-64	14	-3	6.3	CCCCSc1nc2sc3c(c2c(=O)[nH]1)CCC3
4	13	0	2	-8	3	1	-8	-1.0	CCOC(=O)C1CCCN(c2c(N3CCN(C4CCCCC4)CC3)c(=O)c2=O)C1 (stereo not given)
-2	6	-2	3	2	-6	14	3	-0.5	COc1ccc(N(CC(=O)NCc2ccc(F)cc2)S(=O)(=O)c2c(C)n[nH]c2C)cc1
-1	5	-8	1	-10	-7	-8	-2	0.7	CN1CCN(C(CNC(=O)C(=O)Nc2ccc3c(c2)OCCO3)c2ccc(F)cc2)CC1 (stereo not given)
2	5	-4	0	-8	-2	0	2	-1.0	CS(=O)(=O)N1N=C(c2cccs2)CC1c1ccccc1 (stereo not given)
11	-20	2	6	-9	-5	8	7	-0.2	COc1ccc(NS(=O)(=O)c2cc(Br)cc3c2N(C(C)=O)CC3)cc1
-4	12	0	4	-3	1	8	-2	0.9	NC(=O)c1nsc(C(=O)N(CC(=O)NCc2ccc(F)cc2)Cc2ccco2)c1N
-2	3	4	1	-5	1	1	1	0.1	CCOc1ccc(NS(=O)(=O)c2cc(C(=O)NCCN3CCOCC3)ccc2C)cc1

Screening data deposited in PubChem by several laboratories.
